High-throughput results (PubChem)
hIAP activ: increases human intestinal alkaline phosphatase activity; P09923; activation factor at 10 µM; AID 2524; 330,000 compounds, 0.16% hits; purified human IAP, CDP-Star luminescence, 30 min; active compounds read high; 1 = vehicle-only enzyme, 0 = enzyme-free background;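 active = activation factor of the enzyme at least 2-fold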; note: the source names both 10 and 20 µM as test concentration; values of inactives mirror those of a sister screen read the other way
Target sequence (P09923 whole entry, looked up): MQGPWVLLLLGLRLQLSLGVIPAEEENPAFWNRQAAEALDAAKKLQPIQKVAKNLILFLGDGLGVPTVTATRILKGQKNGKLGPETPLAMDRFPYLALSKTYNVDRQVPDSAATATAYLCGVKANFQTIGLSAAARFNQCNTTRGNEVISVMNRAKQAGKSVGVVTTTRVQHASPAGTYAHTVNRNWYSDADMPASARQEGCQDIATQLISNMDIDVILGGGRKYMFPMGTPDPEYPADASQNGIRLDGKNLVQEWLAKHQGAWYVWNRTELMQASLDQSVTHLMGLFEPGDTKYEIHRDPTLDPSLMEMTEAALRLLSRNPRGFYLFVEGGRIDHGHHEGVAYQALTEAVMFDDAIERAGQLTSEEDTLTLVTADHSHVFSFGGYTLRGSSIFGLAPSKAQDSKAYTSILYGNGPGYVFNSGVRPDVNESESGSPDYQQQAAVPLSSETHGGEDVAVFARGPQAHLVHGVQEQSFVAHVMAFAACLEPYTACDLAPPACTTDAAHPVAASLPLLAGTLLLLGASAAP
HKDC1 inhibitor: inhibitors of human hexokinase HKDC1; Q2TB90; recombinant HKDC1, G6PDH/diaphorase resazurin coupled fluorescence; inhibition, % at 20 µM; 340,000 compounds, 0.16% hits;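 active = inhibition above about 35% when tested at 20 µM, limit read from the data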;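 note: plate controls were DMSO wells with enzyme for no effect and DMSO wells lacking enzyme for full effect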
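Incubation: 90 min at room temperature in dark / Material: recombinant HKDC1 (HK5) hexokinase enzyme, produced in-house / Quantity: enzyme 5 µg/mL final / Compound: one dose of 20 µM, 1% DMSO / Reagent: glucose and ATP substrates / Buffer or medium: Tris pH 8.0 buffer with MgCl2, Tween-20, BSA, BME / Technique: resorufin fluorescence at 613 nm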
PfG6PD inh: PfG6PD (Plasmodium falciparum) enzyme inhibition; 350,000 compounds, 0.78% hits; inhibition, % at 20 µM; PfGluPho enzyme, NADPH resazurin-diaphorase fluorescence;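 active = inhibition reaching at least a set limit at 20 µM in the primary screen, cut at about 59% in these data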;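 note: 0% = DMSO wells with substrate and 100% = DMSO wells lacking glucose-6-phosphate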
ATG4B inhibitor: ATG4B (human) cysteine protease inhibition | ATG4B cleavage of LC3-PLA2, NBD-HPC fluorescence, 1 h | inhibition, % at 8.33 µM | 340,000 compounds, 0.51% hits | AID 504462; in the data active = inhibition above about 40%
hIAP block: human IAP inhibition. purified IAP, CDP-Star luminescence, 30 min. inhibition, % at 10 µM. 330,000 compounds, 0.12% hits. P09923. AID 2544;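 active = inhibition reaching a set limit with compound at 10 µM in the primary screen, cut at about 35% in these data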;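 note: plate controls were DMSO wells with enzyme for no effect and no-enzyme buffer wells for full effect; values of inactives mirror those of a sister screen read the other way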
A3A deaminase: inhibitors of human APOBEC3A DNA deaminase. inhibition, % at 20 µM. recombinant A3A, FAM/TAMRA ssDNA deamination fluorescence. P31941. 330,000 compounds, 0.41% hits;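 active = at least 40% inhibition at 20 µM here, with at most 30% in a related deaminase screen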;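 note: plate controls were A3A with DMSO for no effect and wells lacking A3A enzyme for full effect; some results filed as inactive read as strong as hits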
Target sequence (P31941 whole entry, looked up): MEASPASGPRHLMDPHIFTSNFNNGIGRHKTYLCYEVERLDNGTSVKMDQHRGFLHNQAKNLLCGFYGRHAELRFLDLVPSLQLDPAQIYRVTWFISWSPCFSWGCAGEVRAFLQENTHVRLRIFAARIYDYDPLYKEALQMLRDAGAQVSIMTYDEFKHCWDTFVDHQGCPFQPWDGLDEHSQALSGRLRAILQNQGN
mIAP inh: blocks mouse intestinal alkaline phosphatase; inhibition, % at 10 µM; purified mouse IAP, CDP-Star luminescence, 30 min; 330,000 compounds, 0.2% hits;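 active = inhibition of at least 40% at 10 µM in the primary screen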;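 note: plate controls were DMSO with enzyme for no effect and no enzyme wells for full effect; values of inactives mirror those of a sister screen read the other way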
mIAP activ: mouse IAP activation. muIAP, CDP-Star luminescence, 30 min; active compounds read high; 1 = vehicle-only enzyme signal, 0 = enzyme-free wells. activation factor at 10 µM. 330,000 compounds, 0.24% hits. AID 2805;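 active = activation factor of at least 2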; note: the source names both 10 and 20 µM as test concentration; values of inactives mirror those of a sister screen read the other way
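System: Mouse IAP enzyme | Also added: CDP-Star substrate | Dosing: Compounds dispensed in DMSO | Schedule: 30 min enzyme-substrate-compound incubation at room temperature | Technique: Chemiluminescence readout | Control set: DMSO-only wells and no-enzyme negative control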
* hit, by the source's call.

Results for O=C(Nc1nc(-c2ccccc2)cs1)c1cccc(S(=O)(=O)N2CCN(Cc3ccccc3)CC2)c1 ?
hIAP activ: 1.02; HKDC1 inhibitor: 3.0; PfG6PD inh: -10.0; ATG4B inhibitor: 9.0; hIAP block: -2.2; A3A deaminase: 0.9; mIAP inh: 7.6; mIAP activ: 0.924

Results for CN1CCN(C(=S)c2ccc(-c3cccc(Cl)c3Cl)o2)CC1 ?
hIAP activ: 0.936; HKDC1 inhibitor: 4.1; PfG6PD inh: 1.0; ATG4B inhibitor: 7.4; hIAP block: 6.4; A3A deaminase: -1.7; mIAP inh: 16.3; mIAP activ: 0.837

What do the screens show for `NS(=O)(=O)c1ccc(CNC(=O)CSc2ccccc2)cc1`?
hIAP activ: 0.95; HKDC1 inhibitor: -8.2; PfG6PD inh: 4.0; ATG4B inhibitor: -3.1; hIAP block: 5.0; A3A deaminase: -1.1; mIAP inh: 8.3; mIAP activ: 0.917

Results for CCc1cccc(NC(=O)C2CCCN(S(=O)(=O)c3cccnc3)C2)c1 (stereo not given) ?
hIAP activ: 0.97; HKDC1 inhibitor: -0.3; PfG6PD inh: 5.0; ATG4B inhibitor: -8.9; hIAP block: 3.0; A3A deaminase: 1.3; mIAP inh: -1.6; mIAP activ: 1.02

How did Cc1nnc(SCC(=O)NCCc2ccccc2)s1 do in these assays?
hIAP activ: 0.927; HKDC1 inhibitor: -7.2; PfG6PD inh: -5.9; ATG4B inhibitor: 9.7; hIAP block: 7.3; A3A deaminase: -0.6; mIAP inh: -6.7; mIAP activ: 1.07

How did Cc1ccc(C2SCC(C(=O)O)N2C(=O)c2ccc(F)cc2)cc1 (stereo not given) do in these assays?
hIAP activ: 1.01; HKDC1 inhibitor: 4.0; PfG6PD inh: -17.1; ATG4B inhibitor: 7.9; hIAP block: -1.4; A3A deaminase: -1.8; mIAP inh: -2.1; mIAP activ: 1.02

Results for Cc1ccc(/C=N\NC(=O)/C(=C\Nc2nccc(C)n2)NC(=O)c2ccccc2)cc1 ?
hIAP activ: 1.1; HKDC1 inhibitor: 11.3; PfG6PD inh: -3.9; ATG4B inhibitor: 2.1; hIAP block: -10.0; A3A deaminase: 0.1; mIAP inh: 10.2; mIAP activ: 0.899

What do the screens show for `CC(C)(C)n1nnnc1C(c1ccncc1)N1CCCCCC1` (stereo not given)?
hIAP activ: 1.96; HKDC1 inhibitor: -3.2; PfG6PD inh: 5.5; ATG4B inhibitor: -12.2; hIAP block: -95.8; A3A deaminase: -3.3; mIAP inh: 3.1; mIAP activ: 0.969

What do the screens show for `NC(=O)Nc1ccccc1C(=O)NCCc1ccccc1`?
hIAP activ: 1.11; HKDC1 inhibitor: -0.9; PfG6PD inh: -2.5; ATG4B inhibitor: 9.0; hIAP block: -11.3; A3A deaminase: -2.6; mIAP inh: 9.7; mIAP activ: 0.903

How did O=C1C(c2ccc(F)cc2)N(C2CCCCC2)C(=O)CN1C1CCCC1 (stereo not given) do in these assays?
hIAP activ: 1.16; HKDC1 inhibitor: 2.2; PfG6PD inh: -2.8; ATG4B inhibitor: 5.5; hIAP block: -16.1; A3A deaminase: -0.6; mIAP inh: 1.7; mIAP activ: 0.983

What do the screens show for `Cn1c(=O)oc2cc(S(=O)(=O)N3CCC(C(=O)NCc4ccc(F)cc4)CC3)ccc21`?
hIAP activ: 0.916; HKDC1 inhibitor: -4.3; PfG6PD inh: 7.8; ATG4B inhibitor: -4.6; hIAP block: 8.4; A3A deaminase: -3.8; mIAP inh: 7.4; mIAP activ: 0.926

Results for COc1ccccc1OCCCCCc1c(C)n[nH]c1C ?
hIAP activ: 1.14; HKDC1 inhibitor: 9.8; PfG6PD inh: 11.4; ATG4B inhibitor: -0.4; hIAP block: -13.7; A3A deaminase: -2.9; mIAP inh: 9.0; mIAP activ: 0.91

How did COC(=O)CNC(c1ccccc1)c1cc(C)ccc1NC(=O)CNC(=O)OCc1ccccc1 (stereo not given) do in these assays?
hIAP activ: 1.09; HKDC1 inhibitor: -0.3; PfG6PD inh: 15.4; ATG4B inhibitor: -10.4; hIAP block: -9.1; A3A deaminase: 1.8; mIAP inh: -7.8; mIAP activ: 1.08

How did CC1CCCCN1CC(O)COc1ccc(OCC(O)CN2CCCCC2C)cc1 (stereo not given) do in these assays?
hIAP activ: 0.705; HKDC1 inhibitor: -9.7; PfG6PD inh: -4.8; ATG4B inhibitor: 0.4; hIAP block: 29.5; A3A deaminase: -2.0; mIAP inh: -7.9; mIAP activ: 1.08

What do the screens show for `O=C(c1ccccc1-c1nc(-c2ccc(F)cc2)no1)N1CCCC1`?
hIAP activ: 1.1; HKDC1 inhibitor: -1.9; PfG6PD inh: -8.3; ATG4B inhibitor: 3.8; hIAP block: -9.6; A3A deaminase: -0.3; mIAP inh: 8.2; mIAP activ: 0.918

What do the screens show for `CC(C)(Oc1ccc(CCNC(=O)c2ccc(Cl)cc2)cc1)C(=O)O`?
hIAP activ: 1.09; HKDC1 inhibitor: -5.2; PfG6PD inh: -2.4; ATG4B inhibitor: -1.7; hIAP block: -8.7; A3A deaminase: -2.7; mIAP inh: -9.8; mIAP activ: 1.1

What do the screens show for `CCOc1ccc(CCNC(=O)c2ccc(C)c(N3CCCC3=O)c2)cc1OCC`?
hIAP activ: 0.994; HKDC1 inhibitor: -10.8; PfG6PD inh: 2.8; ATG4B inhibitor: -9.9; hIAP block: 0.6; A3A deaminase: -4.2; mIAP inh: 6.8; mIAP activ: 0.932

Results for O=C(NN1C(=O)c2ccccc2NC1c1cccnc1)c1ccccc1 (stereo not given) ?
hIAP activ: 0.843; HKDC1 inhibitor: -0.8; PfG6PD inh: -10.4; ATG4B inhibitor: -1.6; hIAP block: 15.7; A3A deaminase: -4.0; mIAP inh: -16.1; mIAP activ: 1.16

Results for CCOC(=O)c1ccc(/C=C2\c3ccccc3C(=O)N2c2ccccc2)cc1F ?
hIAP activ: 1.02; HKDC1 inhibitor: 2.8; PfG6PD inh: 3.8; ATG4B inhibitor: -3.2; hIAP block: -2.0; A3A deaminase: -0.2; mIAP inh: 8.2; mIAP activ: 0.918

What do the screens show for `COC(=O)c1cc(NC(=O)C2(S(=O)(=O)c3ccc(Cl)cc3)CC2)cc(C(=O)OC)c1`?
hIAP activ: 0.853; HKDC1 inhibitor: -3.2; PfG6PD inh: 4.0; ATG4B inhibitor: -4.8; hIAP block: 14.7; A3A deaminase: -0.7; mIAP inh: -3.7; mIAP activ: 1.04

How did O=C(NC(C(=O)NCCN1CCOCC1)C12CC3CC(CC(C3)C1)C2)C1CCCCC1 (stereo not given) do in these assays?
hIAP activ: 0.833; HKDC1 inhibitor: -8.4; PfG6PD inh: -4.7; ATG4B inhibitor: -7.8; hIAP block: 16.7; A3A deaminase: -0.3; mIAP inh: -4.4; mIAP activ: 1.04

Results for CC(C)COCC(O)CCC(=O)NNC(=S)Nc1ccccc1 (stereo not given) ?
hIAP activ: 1.34; HKDC1 inhibitor: -12.5; PfG6PD inh: 16.9; ATG4B inhibitor: 2.8; hIAP block: -33.7; A3A deaminase: -4.2; mIAP inh: 13.5; mIAP activ: 0.865

How did Cc1cccc(NS(=O)(=O)c2ccc(C(=O)NCC(c3ccco3)N3CCCCC3)cc2)c1C (stereo not given) do in these assays?
hIAP activ: 1.01; HKDC1 inhibitor: 4.0; PfG6PD inh: -1.0; ATG4B inhibitor: -1.1; hIAP block: -1.5; A3A deaminase: 1.6; mIAP inh: -4.5; mIAP activ: 1.04

How did COc1ccc(-n2ncc3c2CC(C)(C)CC3NC(=O)C2=CC(=O)CC(C)(C)O2)cc1 (stereo not given) do in these assays?
hIAP activ: 1.21; HKDC1 inhibitor: -1.9; PfG6PD inh: -4.1; ATG4B inhibitor: -5.1; hIAP block: -21.0; A3A deaminase: -3.8; mIAP inh: -1.1; mIAP activ: 1.01

What do the screens show for `COC(=O)c1ccc(NC(=O)CSc2nnc(-c3ccccc3Br)n2-c2ccccc2)cc1`?
hIAP activ: 1.1; HKDC1 inhibitor: -2.2; PfG6PD inh: -20.8; ATG4B inhibitor: -1.9; hIAP block: -10.3; A3A deaminase: -4.1; mIAP inh: 3.2; mIAP activ: 0.968

What do the screens show for `CC(C)C(C(=O)NCc1ccco1)N(C(=O)CNS(=O)(=O)c1ccc(Cl)cc1)C1CCCC1` (stereo not given)?
hIAP activ: 1.12; HKDC1 inhibitor: -0.1; PfG6PD inh: 15.1; ATG4B inhibitor: -13.2; hIAP block: -12.5; A3A deaminase: -5.6; mIAP inh: 1.2; mIAP activ: 0.988

How did CSc1nc(=NC(C)=O)ss1 do in these assays?
hIAP activ: 0.959; HKDC1 inhibitor: -8.7; PfG6PD inh: 68.1*; ATG4B inhibitor: -2.7; hIAP block: 4.1; A3A deaminase: -1.7; mIAP inh: 17.8; mIAP activ: 0.822

Results for O=C(NCc1ccccn1)c1cn(Cc2ccccc2)nn1 ?
hIAP activ: 0.881; HKDC1 inhibitor: -8.5; PfG6PD inh: 1.7; ATG4B inhibitor: -10.2; hIAP block: 11.9; A3A deaminase: 6.7; mIAP inh: 20.7; mIAP activ: 0.793

What do the screens show for `COc1cc(C(=O)NCCOc2ccc(C)c(C)c2)cc(OC)c1OC`?
hIAP activ: 0.928; HKDC1 inhibitor: -6.0; PfG6PD inh: -9.0; ATG4B inhibitor: -5.6; hIAP block: 7.2; A3A deaminase: -5.4; mIAP inh: -11.6; mIAP activ: 1.12

How did Cc1cccc(-n2c3nc(=O)[nH]c(=O)c-3cc3c(C)nn(-c4ccccc4)c32)c1 do in these assays?
hIAP activ: 1.14; hIAP block: -14.1; A3A deaminase: 4.6; mIAP inh: 2.7; mIAP activ: 0.973

What do the screens show for `C=CCNC(=O)COC(=O)CCC(=O)c1cccs1`?
hIAP activ: 0.943; HKDC1 inhibitor: -4.5; PfG6PD inh: -13.0; ATG4B inhibitor: 6.9; hIAP block: 5.7; A3A deaminase: -1.8; mIAP inh: -5.7; mIAP activ: 1.06

Results for Cc1ccc(CNC(=O)CCS(=O)(=O)c2cc3c(cc2Cl)NC(=O)CO3)cc1 ?
hIAP activ: 1.14; HKDC1 inhibitor: -1.4; PfG6PD inh: 15.9; ATG4B inhibitor: -10.8; hIAP block: -13.9; A3A deaminase: -2.9; mIAP inh: -1.0; mIAP activ: 1.01

What do the screens show for `Cc1cc(C)c(NC(=O)CCCOC(=O)C2=COCCO2)c(C)c1`?
hIAP activ: 0.992; HKDC1 inhibitor: 6.5; PfG6PD inh: -15.9; ATG4B inhibitor: -16.0; hIAP block: 0.8; A3A deaminase: 2.6; mIAP inh: 1.4; mIAP activ: 0.986

What do the screens show for `CCOc1ccc(S(=O)(=O)NCCOC)cc1C`?
hIAP activ: 0.957; HKDC1 inhibitor: -10.3; PfG6PD inh: -0.1; ATG4B inhibitor: -4.4; hIAP block: 4.3; A3A deaminase: -3.9; mIAP inh: 4.5; mIAP activ: 0.955

What do the screens show for `O=C(Nc1ccc(Cl)cc1)Nc1nnc(CSCc2ccccc2Cl)s1`?
hIAP activ: 1.04; HKDC1 inhibitor: 0.3; PfG6PD inh: -17.6; ATG4B inhibitor: -5.9; hIAP block: -4.0; A3A deaminase: -3.1; mIAP inh: 13.7; mIAP activ: 0.863

Rows were taken by chance; overall some 2.4% were active at least once.
